# Screening data from PubChem BioAssay.
# hIAP act: human IAP activators, primary screen, biochemical, luminescence, uHTS; Intestinal-type alkaline phosphatase (Homo sapiens), P09923; purified human IAP, CDP-Star luminescence, 30 min; hits give high values; 1 = vehicle-only enzyme, 0 = enzyme-free background; activation factor at 10 µM; actives 0.16% (n = 330,000);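 active means activation factor of the enzyme at least 2-fold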; further: the source names both 10 and 20 µM as test concentration; values of inactives mirror those of a sister screen read the other way
# Target sequence (P09923 whole entry, looked up): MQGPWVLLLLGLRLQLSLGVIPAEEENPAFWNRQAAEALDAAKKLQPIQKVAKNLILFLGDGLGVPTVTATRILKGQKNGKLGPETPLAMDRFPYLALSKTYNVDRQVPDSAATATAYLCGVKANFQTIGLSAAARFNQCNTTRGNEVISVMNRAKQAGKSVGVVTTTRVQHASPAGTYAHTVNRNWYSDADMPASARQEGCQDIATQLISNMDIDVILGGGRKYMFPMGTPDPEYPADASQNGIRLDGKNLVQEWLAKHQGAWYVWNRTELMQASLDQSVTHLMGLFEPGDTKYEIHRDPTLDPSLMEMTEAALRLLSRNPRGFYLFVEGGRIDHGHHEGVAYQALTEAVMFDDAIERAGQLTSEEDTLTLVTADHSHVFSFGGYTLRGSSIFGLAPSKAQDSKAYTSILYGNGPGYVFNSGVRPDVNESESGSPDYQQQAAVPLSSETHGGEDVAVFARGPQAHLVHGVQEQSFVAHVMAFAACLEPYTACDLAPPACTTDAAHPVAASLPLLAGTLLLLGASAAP
# A3G deaminase: APOBEC3G DNA deaminase inhibitors, primary screen, biochemical, fluorescence, single-stranded DNA substrate, uHTS; recombinant A3G, ssDNA deamination FAM/TAMRA fluorescence; inhibition, % at 20 µM; actives 0.28% (n = 330,000); DNA dC->dU-editing enzyme APOBEC-3G (Homo sapiens), Q9HC16; AID 493012, 2011;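 active means inhibition of at least 40% at 20 µM, with no more than 30% in the related APOBEC3A deaminase screen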;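 further: plate controls were DMSO wells with A3G for no effect and wells lacking A3G enzyme for full effect; some compounds called inactive have numbers as strong as hits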
# Target sequence (Q9HC16 whole entry, looked up): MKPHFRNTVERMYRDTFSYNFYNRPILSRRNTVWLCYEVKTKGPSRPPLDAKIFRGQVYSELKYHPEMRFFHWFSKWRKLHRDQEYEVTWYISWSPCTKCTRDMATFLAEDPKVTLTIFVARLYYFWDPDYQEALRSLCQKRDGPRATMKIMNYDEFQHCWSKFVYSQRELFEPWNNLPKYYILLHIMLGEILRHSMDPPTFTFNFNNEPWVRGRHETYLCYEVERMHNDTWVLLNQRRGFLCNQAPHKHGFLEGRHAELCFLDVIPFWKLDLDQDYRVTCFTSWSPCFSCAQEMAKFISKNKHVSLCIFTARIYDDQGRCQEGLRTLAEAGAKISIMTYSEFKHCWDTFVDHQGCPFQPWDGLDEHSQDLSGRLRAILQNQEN
# beta cell repl: inducers of MIN6 beta-cell proliferation, primary screen, ATP luminescence, uHTS | actives 0.29% (n = 330,000) | AID 2380, 2010 | MIN6 cells proliferation, ATPlite luminescence, 48 h; cells starved in 0.2% serum; 100% = growth in 10% serum | proliferation, % at 10 µM;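 active means compounds whose signal lies at least 3.5 SD above the mean of all wells on their plate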;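 further: 0% = DMSO-treated cells in low-serum medium and 100% = 10% serum control; some compounds called inactive have numbers as strong as hits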
# mIAP act: activators of mouse IAP, primary screen, biochemical, luminescence, uHTS | AID 2805, 2010 | intestinal alkaline phosphatase [Mus musculus] | actives 0.24% (n = 330,000) | muIAP, CDP-Star luminescence, 30 min; hits give high values; 1 = vehicle-only enzyme signal, 0 = enzyme-free wells | activation factor at 10 µM;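 active means activation factor of at least 2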; further: the source names both 10 and 20 µM as test concentration; values of inactives mirror those of a sister screen read the other way
#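 Assay system: mouse IAP enzyme; reagent: chemiluminescent substrate CDP-Star; dosing: test compounds delivered from DMSO solution; schedule: 30 min at room temperature; measured by: luminescence from enzymatic CDP-Star hydrolysis; controls: DMSO-only wells and no-enzyme negative control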
# A3A deaminase: APOBEC3A ssDNA deaminase inhibitors, primary screen, selectivity assay for APOBEC3G inhibitor project, biochemical, FAM/TAMRA oligo cleavage fluorescence | inhibition, % at 20 µM | actives 0.41% (n = 330,000) | DNA dC->dU-editing enzyme APOBEC-3A (Homo sapiens), P31941 | recombinant A3A, FAM/TAMRA ssDNA deamination fluorescence;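 active means at least 40% inhibition at 20 µM here, with at most 30% in a related deaminase screen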;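 further: plate controls were A3A with DMSO for no effect and wells lacking A3A enzyme for full effect; some results filed as inactive read as strong as hits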
# hIAP inh: human IAP inhibitors, primary screen, biochemical, luminescence, uHTS; inhibition, % at 10 µM; actives 0.12% (n = 330,000); AID 2544, 2010; Intestinal-type alkaline phosphatase (Homo sapiens), P09923; purified IAP, CDP-Star luminescence, 30 min;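 active means inhibition reaching a set limit with compound at 10 µM in the primary screen, cut at about 35% in these data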;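 further: plate controls were DMSO wells with enzyme for no effect and no-enzyme buffer wells for full effect; values of inactives mirror those of a sister screen read the other way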
# MPTP block: mitochondrial permeability transition pore inhibitors, primary screen, biochemical, isolated mouse mitochondria, absorbance. Ca2+ swelling absorbance, 30 min. actives 1.4% (n = 360,000). inhibition, % at 10 µM. AID 602449, 2012;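 active means inhibition of 50% or more, scaled per plate between neutral and stimulator controls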;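 further: 0% = DMSO wells given calcium and 100% = 1 mM EGTA wells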
# mIAP block: inhibitors of mouse IAP, primary screen, biochemical, luminescence, uHTS; intestinal alkaline phosphatase [Mus musculus]; purified mouse IAP, CDP-Star luminescence, 30 min; inhibition, % at 10 µM; actives 0.2% (n = 330,000);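 active means inhibition of at least 40% at 10 µM in the primary screen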;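 further: plate controls were DMSO with enzyme for no effect and no enzyme wells for full effect; values of inactives mirror those of a sister screen read the other way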
# GRIN3A LBD mod: binders of NR3A ligand-binding domain, primary screen, biophysical, differential scanning fluorimetry, uHTS. Glutamate receptor ionotropic, NMDA 3A (GRIN3A) ligand-binding domain. NR3A LBD differential scanning fluorimetry, Tm shift; 0% = protein alone, 100% = glycine-bound protein. Tm shift relative to glycine control, % at 25 µM. actives 2.5% (n = 340,000). AID 1259313, 2017;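 active means melting temperature shift of at least 10% of the positive control shift, at one fixed dose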
# * marks the source's active call; other numbers are inactive results; . = no result given.
SMILES,hIAP act,A3G deaminase,beta cell repl,mIAP act,A3A deaminase,hIAP inh,MPTP block,mIAP block,GRIN3A LBD mod
CC(C)CC(C(=O)Nc1ccccc1)N1C(=O)C2C3C=CC(C3)C2C1=O (stereo unspecified),0.87,-6,0,0.97,0,13,0.6,3,-1
Cc1ccc(C(=O)OCC(=O)Nc2c(Cl)cc(S(N)(=O)=O)cc2Cl)o1,0.99,-4,-2,1,23,1,0.6,-3,0
CNC(=O)c1ccc(N(Cc2ccccc2)S(C)(=O)=O)cc1,1.1,-1,0,0.92,0,-10,-2.1,8,-1
CC(Sc1nn(-c2ccccc2)c(=S)s1)C(=O)NCC1CCCO1 (stereo unspecified),1,-7,-4,1.1,-1,-3,-1.1,-10,-1
O=C(NC(Cc1ccccc1)C(=O)O)/C(=C/c1ccccc1)NC(=O)c1ccco1 (stereo unspecified),0.92,-3,0,1,-2,8,-0.3,0,-2
CC(OC(=O)C1=NNC(=O)CC1)C(=O)Nc1ncc(Cl)cc1Cl (stereo unspecified),1,-17,1,1,-1,0,-2.7,-3,0
CCOC(=O)C1CCCN(C(=O)c2ccc3c(c2)OCCO3)C1 (stereo unspecified),1.1,-5,1,0.95,-2,-5,-1.0,4,0
O=C(c1ccc2c(=O)n(Cc3ccccc3)c(=S)[nH]c2c1)N1CCOCC1,0.95,-8,3,0.97,-4,5,-0.7,2,-2
CCOc1ccc2nc(SCC(=O)NNC(=O)c3ccco3)c(C)cc2c1,1.5,-8,1,0.82,-6,-52,-0.4,18,0
O=C(OC(C(=O)NCC1CCCO1)c1ccc(F)cc1)c1ccco1 (stereo unspecified),0.99,0,1,1,2,1,0.2,-3,3
CN(C(=O)c1cc2n(n1)C(C(F)(F)F)CC(c1ccco1)N2)c1ccc(OC(F)(F)F)cc1 (stereo unspecified),0.97,-1,-4,0.94,3,3,0.5,6,3
CC1CCN(C(=O)COC(=O)c2ccc(Br)o2)CC1,1.1,-2,-2,1,6,-5,-1.4,-4,-2
CC(C)(C)NC(=O)NC(=O)COC(=O)c1ccc(OC(F)F)cc1,0.84,-3,0,0.98,4,16,1.2,2,-3
COc1ccc(-n2nc(C(=O)NCC(=O)N3CCN(c4cccc(Cl)c4)CC3)c3ccccc3c2=O)c(OC)c1,1,-7,1,0.93,-1,0,0.5,7,-2
Oc1ccc(Br)cc1/C=N/N1CCCCC1,0.94,2,2,1,1,6,2.1,0,-1
CCNC(=S)N/N=C/c1ccc(OCC(=O)Nc2ccc(C)cc2)cc1,1.1,2,-6,0.97,4,-8,-1.8,3,5
Cc1nn(CCCC(=O)Nc2cccnc2Cl)c(C)c1[N+](=O)[O-],1,-9,-2,1,3,-4,2.4,0,-1
Cc1ccc(NC(=O)CSCC(=O)Nc2ccccc2N2CCCCC2)cc1,1.2,-4,-6,1.3,2,-21,-0.5,-30,-8
O=C(CNS(=O)(=O)c1ccc(C(=O)N2CCOCC2)cc1)N1CCOCC1,1.1,-5,-1,1.1,-7,-9,1.7,-13,0
COc1ccccc1CN1C(=O)c2cccc3cccc(c23)C1=O,0.97,3,-2,0.96,2,3,0.4,4,0
CCC1(c2ccccc2)C(=O)NCNC1=O,1,0,0,0.97,-3,-2,-2.0,3,3
C=CCOC(=O)C1=C(C)OC(N)=C(C#N)C1c1ccc(F)cc1 (stereo unspecified),1,-11,0,1,-4,-2,0.4,-2,-1
Cc1ccc(S(=O)(=O)N(CC(=O)N=Nc2c(O)[nH]c3ccccc23)c2cccc(C)c2)cc1,0.95,-2,1,0.91,-1,5,10,9,-3
Cc1cccc(-n2ncc3c2CCCC3NC(=O)CN2CCCC2=O)c1C (stereo unspecified),0.95,-8,-1,0.98,-3,5,1.4,2,1
CC(C)(C)c1ccc(/C=N/N2CCN(c3ccccn3)CC2)cc1,0.86,1,0,0.95,0,14,1.8,4,1
O=C(CCc1nc(-c2ccccc2)c(-c2ccccc2)o1)OCc1ccc(Cl)cc1,0.95,-4,-4,0.98,-2,5,-0.6,2,1
C/C(CC(=O)Nc1cccc(C(F)(F)F)c1)=N/NC(=O)C(=O)NCCO,1,-10,-3,1.3,-4,0,-0.2,-26,2
CC(C)Sc1nc(N2CCOCC2)c2c(c1C#N)CC(C)(C)N(C)C2,1.7,-5,-3,0.97,4,-68,-0.9,3,-2
COc1ccc(Nc2nc3ccccc3nc2NS(=O)(=O)c2cccs2)c(OC)c1,1,-6,-3,0.95,-6,-2,37,5,-4
CCn1c(SCC(=O)Nc2ccc(C)cc2)nc(O)cc1=O,1,-3,-2,1.1,0,-2,1.8,-5,1
O=C(CNC(=O)c1ccc(Cl)cc1Cl)OCCCn1c(=O)[nH]c2ccccc21,1,-4,1,0.96,-1,-2,-0.5,4,-1
O=C1CCCN1CCCNC(=S)Nc1ccc(Nc2ccccc2)cc1,0.89,-5,-4,0.98,2,12,1.2,2,-1
CCCN1C2CCCC1CC(NC(=S)Nc1cccc(C)c1)C2 (stereo unspecified),1.3,-2,5,1.3,-2,-35,0.3,-26,-1
COc1ccc(CNS(=O)(=O)c2cc(OCC(N)=O)c(C)cc2Cl)cc1,0.88,-1,1,0.98,3,12,-2.0,2,-2
COc1ccc(CC(=O)c2c(O)cc(O)cc2O)cc1OC,1.1,-5,-1,0.89,0,-5,5.5,11,-8
CS(=O)(=O)c1ccccc1C(=O)Nc1ccc2sccc2c1,0.97,-6,4,0.98,-8,3,-0.4,2,2
CCCCNC(=O)[C@@H]1CCCN1S(=O)(=O)c1cccc2cccnc12,1,-10,-3,1,-2,-3,-0.1,-1,2
CCC(C)NC(=O)Cc1cn(C)c2ccccc12 (stereo unspecified),0.99,-2,2,0.98,-4,1,0.1,2,-1
Cc1oc(-c2ccc(Cl)cc2)nc1CS(=O)CC(=O)NCCN1CCCC1 (stereo unspecified),0.89,-1,-2,1,0,11,-2.4,-2,0
COc1ccc(Oc2nc(C)cc(C)c2C#N)cc1,0.81,-4,-1,0.92,-3,20,1.8,8,2
O=C(O)c1ccc(NC(=S)NC2CCCCC2)cc1,0.87,-3,0,1,-2,13,0.4,-3,-3
O=C1OC(c2ccccc2)/C(=C(/O)c2ccc(Cl)cc2)C1=O (stereo unspecified),0.93,0,-3,0.85,0,7,6.7,15,2
Cc1nn(CC(=O)N2CCN(c3ccccn3)CC2)c(=O)c2cc3sccc3n12,1.2,-5,-2,0.96,-3,-19,-0.5,4,5
COc1ccccc1N(C(=O)c1ccncc1)c1nc(-c2ccc([N+](=O)[O-])cc2)cs1,0.97,-6,-6,0.88,-3,3,-0.1,12,-3
NS(=O)(=O)c1ccc(NS(=O)(=O)c2ccc(NC(=O)C3CC3)cc2)cc1,0.82,-6,-3,0.98,-5,18,-0.8,2,-1
CCn1nc(C)c(CNC(=O)CC2C(=O)NCCN2Cc2ccc(C)o2)c1C (stereo unspecified),1.1,-3,-1,0.95,0,-8,-1.5,5,-1
CCN(CC)CC(=O)NN=C(c1ccccc1)c1ccccc1,0.93,-8,1,0.93,-6,7,-3.3,7,3
Cc1ccc(C(C)C)c(OCC(=O)OCC(=O)c2c(N)n(C)c(=O)n(C)c2=O)c1,0.98,-3,1,0.81,1,2,-0.2,19,0
Cc1nc2ccc(S(=O)(=O)NCC(=O)Nc3ccc(F)cc3)cc2s1,0.92,-8,-3,1,-9,8,-0.5,-2,2
O=C(COc1ccccc1[N+](=O)[O-])OCC(=O)c1ccc(Br)s1,0.88,-6,-3,0.95,1,12,-1.0,5,-8
Cc1ccc(/C=N/Nc2ncc(Cl)cc2Cl)s1,0.95,-5,-3,0.98,-4,5,0.9,2,-27
CC(CN1CCNCC1)(NS(=O)(=O)c1ccccc1)c1ccccc1 (stereo unspecified),1.2,-1,-6,1,8,-15,3.4,-3,1
Cc1ccc(N(C)S(=O)(=O)c2ccc(-c3ccc(=O)[nH]n3)s2)cc1C,1.1,-2,-1,1.1,-2,-5,1.4,-8,-1
CCOC(=O)c1ccc(COC(=O)c2ccc3c(c2)-c2ccccc2C3=O)cc1,0.92,1,0,0.88,-3,8,2.2,12,-3
COc1ccc(CC2(C)OC(c3ccc(Cl)cc3)=NN2C(C)=O)cc1 (stereo unspecified),0.87,-5,-2,0.92,3,13,-2.2,8,13*
COc1cccc(-c2nc(Cc3ccc(OC)c(OC)c3)no2)c1,0.95,-10,1,0.89,-5,5,13,12,-1
COc1ccc(C2=NO[C@@H]3C(=O)N(C4CCCCC4)C(=O)[C@H]23)cc1OC,0.94,-7,-1,0.98,-3,6,44,2,-1
CCNc1nc(NCC)nc(N/N=C/c2ccc([N+](=O)[O-])o2)n1,0.93,-3,-3,0.84,-1,7,0.8,16,2
Cc1sc(-n2c(C)cc(/C=C3\SC(=S)NC3=O)c2C)c(C#N)c1C,0.95,0,-3,0.5,13,5,15,50*,-25
O=C1NCCCC1C(=O)N/N=C/c1ccc(Cl)cc1 (stereo unspecified),1.1,3,1,0.95,0,-7,-0.5,4,2

# Reprinted from the part before: three entries, followed by the next part.
SMILES,hIAP act,A3G deaminase,beta cell repl,mIAP act,A3A deaminase,hIAP inh,MPTP block,mIAP block,GRIN3A LBD mod
CCNc1nc(NCC)nc(N/N=C/c2ccc([N+](=O)[O-])o2)n1,0.93,-3,-3,0.84,-1,7,0.8,16,2
Cc1sc(-n2c(C)cc(/C=C3\SC(=S)NC3=O)c2C)c(C#N)c1C,0.95,0,-3,0.5,13,5,15,50*,-25
O=C1NCCCC1C(=O)N/N=C/c1ccc(Cl)cc1 (stereo unspecified),1.1,3,1,0.95,0,-7,-0.5,4,2
CCCOC(=O)/C(=C\c1ccc([N+](=O)[O-])o1)NC(=O)c1ccccc1,1.1,-5,-3,0.94,-3,-12,-1.8,6,1
COc1ccccc1-n1cnnc1SC1CCOC1=O (stereo unspecified),1,-8,1,0.97,-5,-5,-3.6,2,1
Cc1ccc(CSc2ncnc3c2cnn3Cc2ccccc2)cc1C,0.74,-8,-5,0.94,-4,26,1.1,6,-3
CC[C@]1(C(=O)OC)[C@H]2C(=O)N(C)C(=O)[C@H]2[C@H]2CN=C(SCc3ccc(C#N)cc3)N21,.,0,.,1.1,4,.,0.0,-5,0
Cc1ccc(NC(=O)c2ccc(F)cc2F)cc1,1,19,-2,1.1,2,0,1.4,-6,-1
O=C(Nc1ccc2oc(=O)ccc2c1)c1ccc(-c2ccc(Cl)cc2)o1,0.86,-4,-3,0.89,2,14,4.2,11,27*
CCCCN(C)C1=CC2=CC(=C(C#N)C#N)CCC2CC1 (stereo unspecified),1,-27,-3,0.66,-167,-1,9.3,34,-3
CCOc1ccc(NC(=S)NN2C(C)CCCC2C)cc1 (stereo unspecified),1.2,-3,0,1,-3,-23,0.6,-1,12*
